Screening data: PubChem, National Center for Advancing Translational Sciences (NCATS)
PTHR1 agonist: qHTS for PTHR1 Agonists: Primary Screen; Parathyroid hormone/parathyroid hormone-related peptide receptor (Homo sapiens), Q03431; HEK293 GP2 PTHR1 cells, GloSensor cAMP luminescence, 1 h; actives 0.075% (n = 410,000); Potency, µM (titrated, usually from 115 µM), inactives show at the top dose activation, most hits filed as activators; also: potency is read from the fitted curve at half-maximal effect; nearly all actives have a fitted effect of over 55% in size; some results filed as inactive show a strong effect at the top dose; inactives centre near -15; many of its hits are not listed in these tables
Target sequence (Q03431 whole entry, looked up): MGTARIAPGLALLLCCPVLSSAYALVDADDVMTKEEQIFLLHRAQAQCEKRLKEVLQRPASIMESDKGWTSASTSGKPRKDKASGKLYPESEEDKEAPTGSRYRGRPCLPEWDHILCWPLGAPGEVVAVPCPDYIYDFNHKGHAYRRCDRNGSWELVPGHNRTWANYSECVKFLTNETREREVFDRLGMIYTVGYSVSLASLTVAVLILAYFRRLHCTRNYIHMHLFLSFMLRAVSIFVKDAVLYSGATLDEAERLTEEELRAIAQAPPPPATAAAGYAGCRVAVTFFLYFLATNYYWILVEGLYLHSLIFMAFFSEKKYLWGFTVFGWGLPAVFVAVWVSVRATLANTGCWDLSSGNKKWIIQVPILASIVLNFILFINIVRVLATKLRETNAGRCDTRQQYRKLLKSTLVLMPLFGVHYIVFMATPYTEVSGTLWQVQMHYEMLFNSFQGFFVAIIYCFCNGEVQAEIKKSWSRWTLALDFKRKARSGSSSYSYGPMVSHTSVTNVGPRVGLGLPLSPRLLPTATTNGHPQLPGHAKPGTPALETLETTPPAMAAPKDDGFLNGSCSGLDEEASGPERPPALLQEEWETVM
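HEK-293-derived GP2 cells expressing PTHR1 and a GloSensor cAMP reporter, 3,000/well, plated overnight, given luciferin plus IBMX (each 0.5 mM as added) for 1 h at 37 °C, then compound for 1 h at 37 °C. Luminescence was read after 15 min at room temperature.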
aSyn yeast inh: qHTS of alpha-syn Inhibitors; Yeast expressing alpha-synuclein, growth rescue, BacTiter-Glo, 24 h; Potency, µM (titrated, usually from 46.1 µM), for inactives: top-dose growth rescue (activation), usual class: activators; actives 0.14% (n = 370,000); also: potency is read from the fitted curve at half-maximal effect; % of control where 0% means no effect; nearly all actives have a fitted effect of over 65% in size
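Galactose-induced alpha-syn yeast (OD600=0.02, raffinose-pregrown) + pinned cpd, 24 hr, 30 deg C; growth by BacTiter-Glo luminescence. Growth restoration scores as activation.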
pAkt inh: HTS Assay for Inhibitors of Akt Phophorylation: Primary Screen; Neuro2A IGF-stimulated pAkt S473 HTRF, 20 min; hits give low values; actives 0.32% (n = 360,000); activity change, % for hits at 50 µM; AID 651550, 2012; in the data active = activity change below about -80%; inconclusive = mostly about -51% to -80%; also: % is scaled to controls: 0 for no effect and ±100 for the full control effect
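Single-point screen (50 µM final compound) in Neuro2A cells stimulated 20 min with 6 nM IGF at 37 deg C. After lysis, Ser473-phosphorylated Akt read by HTRF (ex 330 nm, em 615/665 nm) as the 665/615 ratio.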
TDP-43 yeast inh: qHTS of TDP-43 Inhibitors; TDP-43 expressing yeast growth rescue, BacTiter-Glo, 24 h; Potency, µM (titrated, usually from 46.1 µM), inactives show top-dose growth rescue (activation), actives largely listed as activators; actives 1.8% (n = 410,000); AID 652104, 2013; also: potency is read from the fitted curve at half-maximal effect; % of control where 0% means no effect; nearly all actives have a fitted effect of over 50% in size
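Readout is BacTiter-Glo luminescence of cell growth, so inhibitors register as activators. TDP-43-expressing yeast at OD600=0.02 in galactose medium, after raffinose pregrowth to mid-log, were incubated with compound for 24 hr at 30 deg C.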
GLP1R inv ag: qHTS of GLP-1 Receptor Inverse Agonists (Inhibition Mode); actives 1.6% (n = 410,000); Glucagon-like peptide 1 receptor (Homo sapiens), P43220; HEK293 GLP-1R CRE-luciferase, luminescence, 24 h; GLP-1R form is constitutively active; Potency, µM (top dose mostly 38.3 µM), for inactives: top-dose activity change, negative = inhibition, most hits filed as inhibitors; also: potency is read from the fitted curve at half-maximal effect; % is scaled to controls: 0 for no effect and ±100 for the full control effect; nearly all actives have a fitted effect of over 55% in size
Target sequence (P43220 whole entry, looked up): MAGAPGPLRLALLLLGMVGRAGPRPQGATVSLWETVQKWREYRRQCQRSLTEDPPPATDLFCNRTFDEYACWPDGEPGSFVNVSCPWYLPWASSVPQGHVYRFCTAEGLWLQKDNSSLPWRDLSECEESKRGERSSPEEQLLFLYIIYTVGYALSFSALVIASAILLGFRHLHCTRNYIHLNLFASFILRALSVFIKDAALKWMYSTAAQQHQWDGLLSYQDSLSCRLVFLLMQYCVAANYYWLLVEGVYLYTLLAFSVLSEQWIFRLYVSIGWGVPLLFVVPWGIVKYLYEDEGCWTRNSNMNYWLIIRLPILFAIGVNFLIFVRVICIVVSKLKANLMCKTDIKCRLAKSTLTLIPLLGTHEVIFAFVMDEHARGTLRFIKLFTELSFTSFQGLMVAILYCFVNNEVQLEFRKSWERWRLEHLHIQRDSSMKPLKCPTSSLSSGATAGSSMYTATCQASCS
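Constitutively active GLP-1R drives a cAMP-responsive luciferase in stably transfected HEK293 cells; test compounds are added after overnight (12 h) attachment and left 24 hr, and signal loss in luminescence marks inhibition.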
GLP1R cytotox: qHTS of GLP-1 Receptor Inverse Agonists: Cytotox Screen. HEK293 cAMP-luciferase reporter cells, luminescence, 24 h. Potency, µM (top dose mostly 38.3 µM), for inactives: at the top dose activity change, negative = inhibition, usual class: inhibitors. actives 0.13% (n = 410,000). AID 624418, 2012;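 also: loss of luciferase light is scored as toxicity; potency is read from the fitted curve at half-maximal effect; % is scaled to controls: 0 for no effect and ±100 for the full control effect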
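1536-well qHTS counterscreen of the MLSMR; 200 cells/uL, 12 h pre-incubation, 23 nL cpd, 24 h at 37 deg C 5% CO2, luciferase detection reagent, 12 min RT, luminescence. Inhibition = undesired.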
Mm-Cpn inhibitor: Inhibitors of TCP-1 ring complex (TRiC) of Methanococcus maripaludis (MmCpn): qHTS. purified Mm-Cpn ATPase, ADP Transcreener TR-FRET. Potency, µM (top dose mostly 76.9 µM), without a hit: at the top dose activity, negative = inhibition, actives largely listed as inhibitors. actives 0.031% (n = 330,000). AID 504842, 2011; also: potency is read from the fitted curve at half-maximal effect; % is scaled to controls: 0 for no effect and ±100 for the full control effect; nearly all actives have a fitted effect of over 80% in size
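Purified archaeal Mm-CPN (25nM final) preincubated 10 min at 37degC with compound, then 10uM ATP for 30 min at 37degC; ADP measured by HTRF Transcreener TR-FRET; buffer 30 mM TRIS pH 7.4, 100mM KCl, 5mM MgCl2, 1mM DTT.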
FUS suppressor: qHTS for Suppressors of FUS Proteinopathy: Primary screen using FUS-linked yeast assay; S. cerevisiae FUS-expressing, growth rescue, OD600, 24 h; actives 0.24% (n = 390,000); Potency, µM (titrated, usually from 76.6 µM), for inactives: top-dose growth rescue (activation), hits mostly activators; AID 1347120, 2019;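 also: potency is read from the fitted curve at half-maximal effect; plate controls were DMSO vehicle for no effect and reference control for full effect; nearly all actives have a fitted effect of over 55% in size; some results filed as inactive show a strong effect at the top dose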
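Galactose (2%) drives FUS expression in yeast precultured in raffinose; seeding density OD 0.005. Test compounds incubated 24hr at 30C and 99% humidity before absorbance at 600 nm was measured.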
Abeta yeast res: qHTS for compounds that reverse cellular toxicity of Amyloid beta (A-beta) peptide in yeast: Primary Screen; AID 1347071, 2019; yeast expressing A-beta42, growth rescue, OD600, 48 h; response scale: 0% DMSO, 100% iron-clioquinol control; Potency, µM (highest dose often 46.1 µM), for the others: at the highest dose growth rescue, usual class: activators; actives 0.063% (n = 410,000); also: potency is read from the fitted curve at half-maximal effect; nearly all actives have a fitted effect of over 55% in size
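Growth rescue measured by 600 nm absorbance after 48 h yeast culture at 30 C with compound. Values normalized between DMSO and an equimolar ferric chloride plus clioquinol control.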
* marks the source's active call; other numbers are inactive results; i = inactive; ? = inconclusive; / = no result given; & = joins results of further samples; [ ] = remark or other dose. Unless noted, calls follow the shape of the dose curve; as a rule, active = well fitted curve in the direction sought with a large enough effect; inconclusive = small, poorly fitted or top-dose-only effect, or another doubt; inactive = no such curve, though single readings can be large; an effect the other way counts as inactive or inconclusive. Only part of the results is shown. The share of hits here may be higher or lower than overall.

SMILES	PTHR1 agonist	aSyn yeast inh	pAkt inh	TDP-43 yeast inh	GLP1R inv ag	GLP1R cytotox	Mm-Cpn inhibitor	FUS suppressor	Abeta yeast res
Clc1ccc(Nc2nc(NCCN3CCOCC3)nc(N3CCOCC3)n2)cc1	i	2%	i	8%	?	63%[activator]	-1%	-4%	8%
O=c1oc2ccccc2n1CCCOc1ccccc1Cl	-19%	/	/	16µM*	?	29%	/	16%	-1%
COc1ccc(/C=C2/SC(=O)N(CC(O)Cn3c4ccccc4c4ccccc43)C2=O)cc1 (stereo not given)	-28%	3%	i	14%	-7%	16%	-2%	12%	16%
CC(C)C[C@H](N)c1nnc(SCc2ccc(Cl)cc2)o1	i	4%	i	-19%	?	8%	2%	-1%	-17%
CC1(c2ccccc2)NC(=O)N(NC(=O)CSc2n[nH]c(N)n2)C1=O (stereo not given)	i	-3%	i	1%	1%	4%	1%	-20%	7%
Nc1nc(SCc2cccc([N+](=O)[O-])c2)n[nH]1	i	-1%	i	6%	4%	-1%	0%	-11%	-2%
CCCCNc1sc(S(=O)(=O)CCC)nc1S(=O)(=O)c1ccc(C)cc1	-10%	/	/	15%	?	-4%	/	20%	4%
CC/C(C)=N/Nc1nc2c(c(=O)[nH]c(=O)n2C)n1CCc1ccccc1	i	2%	i	-7%	4%	-26%	-3%	36%	11%
Nc1ncc(-c2ccccc2)c(-c2ccc(O)cc2O)n1	i	-1%	i	-14%	14%	-1%	1%	15%	1%
CC1CCc2cc(F)ccc2N1C(=O)c1ccncc1 (stereo not given)	i	1%	i	5%	16%	0%	0%	-29%	7%
CCCSc1ncc(Cl)c(C(=O)Nc2sc3c(c2C(N)=O)CCCC3)n1	i	1%	/	0%	2%	1%	/	-10%	7%
CCN(CC)S(=O)(=O)c1ccc(Cl)c(NC(=O)COC(=O)c2ccc(O)cc2)c1	-45%[inhibitor]	-2%	i	3%	?	9%	6%	13%	3%
CC(Oc1ccc(Cl)cc1Cl)C(=O)Nn1cnnc1 (stereo not given)	i	-11%	i	4%	1%	4%	0%	3%	2%
CC(=O)NCCc1nc2cc(NS(=O)(=O)c3ccccc3)ccc2n1C	-7%	0%	i	14%	36%[activator]	-4%	3%	11%	-1%
Cc1ccc(-c2noc(CNC(=O)c3ccc(C(C)(C)C)cc3)n2)cc1	i	/	/	-1%	?	-7%	/	2%	-21%
CCCCC1NC(C(=O)O)CS1 (stereo not given)	i	-6%	i	-13%	11%	-3%	0%	-2%	-14%
COc1ccc(/C=C/C(=O)OCC(=O)NC(C)CCc2ccccc2)cc1OC (stereo not given)	4%	9%	i	?	21%	35%[activator]	1%	44%	-15%
Cc1ccc(CCNC(=O)NCc2noc3ccc(C)cc23)cc1	i	/	/	?	-3%	-2%	/	11%	10%
CCOC(=O)c1sc(NC(=O)C(C)(C)C)cc1C	-22%	-14%	i	0%	-25%	-26%	0%	-10%	2%
CCN1CCN(S(=O)(=O)Cc2ccccc2)CC1	i	-9%	i	-25%	-1%	12%	1%	21%	-22%
CC(C)NC(=O)Nc1cccc2c1O[C@H](CN(C)C(=O)Nc1ccccc1)[C@@H](C)CN([C@H](C)CO)C2=O	-1%	0%	i	-6%	9%	1%	-1%	13%	-2%
Cc1cccc(C(=O)NC2CCN(C(=O)Nc3ccccc3C)CC2)c1	?	-14%	i	-11%	?	5%	-2%	-42%	-13%
COCCNC(=O)c1ccc2c(=O)n(CCc3ccccc3)c(SCC(=O)CC(=O)OC)nc2c1	i	/	/	14%	-15%	-12%	/	?	-2%
CCOC(=O)c1ccc(NC(=O)c2ccc(OC(C)C)c(OC)c2)cc1	-35%[inhibitor]	-16%	i	?	?	-2%	0%	29%	-3%
O=C(NCc1ccco1)c1ccc(Cl)nc1	i	-1%	i	12%	-5%	-6%	2%	-22%	10%
COC(=O)c1cc([N+](=O)[O-])ccc1N1CCN(Cc2ccccc2)CC1	i	0%	i	-8%	-14%	-21%	2%	/	-7%
O=C(CN1C(=O)CCC1=O)Nc1ccc(Br)cc1	i	-10%	-103%*	26%	-2%	-8%	0%	43%	5%
N#Cc1ccc(-c2ccc(F)cc2)nc1Oc1ccccc1	-4%[57.5 µM]	-1%	i	6%	0%	-6%	2%	3%	0%
CCN(CC)CCCNC(=O)c1[nH]c2ccccc2c1Sc1ccc(Cl)cc1	i	10%	i	2%	?	-8%	-9%	34%	14%
Cc1ccc(NC(=S)NCCN2CCOCC2)cc1F	i	-4%	i	-3%	16%	-1%	5%	-4%	1%
O=C1NCC(COCc2ccco2)O1 (stereo not given)	-4%[57.5 µM]	-5%	i	0%	-1%	5%	-1%	3%	-3%
CCCCCCCOC(=O)C1=C(C)Nc2ncnn2C1c1cccs1 (stereo not given)	-13%[57.5 µM]	6%	i	-2%	-26%	-10%	-2%	36%	3%
O=C(CCCN1C(=O)/C(=C\c2cccc(Br)c2)SC1=S)Nc1ccc(C(=O)O)cc1	-16%	1%	i	26%	?	-11%	/	-18%	-5%
CCS(=O)(=O)c1ccc2oc(SCC(=O)NC(C)C3CC4CCC3C4)nc2c1 (stereo not given)	-13%	-5%	i	13%	-8%	0%	0%	3%	?
CCc1ccccc1NC(=O)Cn1nnc(C(=O)NCc2cccc(OC)c2)c1N	-13%&-24%	1%	i	14%&15%	?	-15%&-4%	2%	-2%&0%	13%
CCN(CC)CCCNC(=O)c1ccc(N2CCCCC2)c(NS(=O)(=O)c2ccc(C)cc2)c1	i	4%	i	-1%	?	-16%	1%	9%	6%
CN1CCC(OC(c2ccccc2)c2ccccc2)CC1	i	5%	i	24%	-26%	-6%	1%	0%	-10%
O=[N+]([O-])c1ccc(NCCCNS(=O)(=O)c2ccccc2)cc1	-90%[inhibitor]	3%	i	9%	?	?	1%	-3%	-7%
Cn1cc(C(=O)Nc2ccc(C#N)cc2)c2ccccc2c1=O	-47%[inhibitor]	10%	i	-9%	?	-9%&8%	-11%	?	-11%&-4%
Cc1cc(C(C)(C)C)n2nc(C)c(-c3ccccc3)c2n1	12%	-4%	i	-8%	12%	1%	-1%	0%	-15%
Cc1nn(C)c(=S)n1-c1ccc(Cl)cc1	-16%	8%	i	13%	-1%	3%	3%	-16%	2%
Cc1ccc(C)c(S(=O)(=O)N2CCC(c3nc4c(nnn4Cc4ccc(F)cc4)c(=O)[nH]3)CC2)c1	0%[57.5 µM]	-16%	i	22%	?	-16%	0%	18%	27%
Nc1nonc1C(=O)N1CCCCC1	i	1%	i	19%	-15%	-20%	-4%	-10%	-5%
Cn1c(-c2ccc(Cl)nc2)nc2cc(Cl)ccc21	-13%	4%	i	18%	3%	-10%	0%	3%	-15%
Cc1ccc(F)cc1NC(=O)CSc1nc(Nc2ccccc2)nc(N2CCOCC2)n1	-3%	1%	i	-1%	-8%	-13%	0%	-14%	2%
COc1ccc(S(=O)(=O)NCCc2cn3ccsc3n2)cc1	i	/	/	3%	5%	0%	/	2%	-10%
O=C(CC1CCCCC1)NCCOc1ccccc1	i	10%	i	?	-3%	5%	3%	13%	12%
C[C@H](CO)N1C[C@H](C)[C@@H](CN(C)C(=O)Nc2ccccc2)Oc2c(NC(=O)Nc3ccc(C(F)(F)F)cc3)cccc2C1=O	-94%[inhibitor]	-17%	i	-10%	?	?	4%	?	-28%
Cc1cccc(-n2ncc3c(=O)[nH]c(SCC(=O)Nc4cc(C)on4)nc32)c1	i	-2%	i	-12%	17%	-5%	-1%	-6%	12%
CCn1nccc1NC(=O)c1csc([C@@H]2O[C@H](CO)[C@H](O)[C@H](O)[C@H]2O)n1	1%	-10%	i	-11%	-2%	6%	/	-31%	-10%

Next section:
SMILES	PTHR1 agonist	aSyn yeast inh	pAkt inh	TDP-43 yeast inh	GLP1R inv ag	GLP1R cytotox	Mm-Cpn inhibitor	FUS suppressor	Abeta yeast res
CCOc1ccccc1N1CC(C(=O)Nc2ccc3c(c2)OCCO3)CC1=O (stereo not given)	-15%	2%	i	-16%	11%[7.66 µM]	5%[7.66 µM]	1%	12%	-2%
Cc1nc2ccccc2nc(C)c1=NOCc1ccc(C#N)cc1	-3%	-1%	i	1%	-11%	82%[activator]	0%	-10%	-12%
CCNC(=O)c1cc2c(=O)n3cccc(C)c3nc2n(Cc2ccc(C)cc2)c1=N	-8%	1%	i	11%	7%	280%[activator]	-5%	3%	-4%
O=C(O)c1ccc(Cn2c(=S)[nH]c3cc(Cl)ccc3c2=O)cc1	i	13%	i	16%	10%	-18%	4%	16%	-4%
COc1cccc2c3c(c(=O)[nH]c12)CCC(C)(C)O3	-11%[57.5 µM]	12%	i	21%	-1%	-1%	-3%	3%	-24%
